Screens as filed in PubChem.
TGFb SMAD3 inh = qHTS for Inhibitors of TGF-b; HepG2 CAGA-GFP TGF-b/SMAD3 reporter, GFP fluorescence, 18 h; TGF-beta stimulated, 500 pg/mL final; Potency, µM (highest dose often 46.1 µM), for inactives: at the top dose activity, negative = inhibition, hits mostly inhibitors; 410,000 compounds, 1.2% hits; note: potency is the fitted concentration of half-maximal effect; % is set by controls: 0 for no effect and ±100 for the full control effect; nearly all actives have a fitted effect of over 65% in size
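Read-out: total well GFP (ex488/em500-530) summed from mean per-cell fluorescence. Cells: HEPG2 CAGA-GFP, 1% FBS DMEM, 18 h at 37 degrees C with 500 pg/mL final TGF-beta. Unstimulated wells served as the full-inhibition control; stimulated DMSO wells = 0%.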
CCT modulator = High-Throughput Screening for Modulators of Cytosolic Chaperonin Activity; AID 651819, 2012; 360,000 compounds, 0.3% hits; purified chaperonin ATPase assay, HTRF ADP detection, 30 min; activity change, % (concentration not given with the values), hits read low; in the data active = activity change below about -30%; note: % is set by controls: 0 for no effect and ±100 for the full control effect
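We incubate TRiC, 40 or 20 nM final, with library compounds at 76 uM and 10 uM ATP for 30 min at 37 °C. ADP formed is detected with Transcreener HTRF reagents after 30 min at room temperature.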
A549 tox = Nrf2 qHTS screen for inhibitors: counterscreen for cytotoxicity; A549 ARE-Fluc cells, CellTiter-Fluor viability, 18-24 h; 390,000 compounds, 0.16% hits; Potency, µM (top dose mostly 46 µM), without a hit: at the top dose activity change, negative = cytotoxicity, usual class: inhibitors; note: potency is the fitted concentration of half-maximal effect; % is set by controls: 0 for no effect and ±100 for the full control effect
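A549 ARE_Fluc cells in 5% FBS OPTI-MEM were exposed to compounds in concentration-response for 18-24 h at 37 deg C. Viability was read by CellTiter-Fluor fluorescence (Ex 405/Em 525) after 30 min, before the luciferase read.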
Abeta rescue = qHTS for compounds that reverse cellular toxicity of Amyloid beta (A-beta) peptide in yeast: Primary Screen; yeast expressing A-beta42, growth rescue, OD600, 48 h; response scale: 0% DMSO, 100% iron-clioquinol control; Potency, µM (top dose mostly 46.1 µM), for inactives: top-dose growth rescue, actives largely listed as activators; 410,000 compounds, 0.063% hits; AID 1347071, 2019; note: potency is the fitted concentration of half-maximal effect; nearly all actives have a fitted effect of over 55% in size
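Growth rescue measured by 600 nm absorbance after 48 h yeast culture at 30 C with compound. Values normalized between DMSO and an equimolar ferric chloride plus clioquinol control.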
Akt phos inh = HTS Assay for Inhibitors of Akt Phophorylation: Primary Screen; activity change, % for hits at 50 µM; Neuro2A IGF-stimulated pAkt S473 HTRF, 20 min; hits give low values; 360,000 compounds, 0.32% hits; AID 651550, 2012; in the data active = activity change below about -80%; inconclusive = mostly about -51% to -80%; note: % is set by controls: 0 for no effect and ±100 for the full control effect
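Neuro2A cells in DMEM with 0.5% FBS, overnight at 37 deg C, given compound at single 50 µM final, then IGF (6 nM final) for 20 min at 37 deg C. Lysed; phospho-Akt Ser473 by HTRF after 24 h, 665/615 ratio.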
Nrf2 activator = qHTS of Nrf2 Activators; AREc32 ARE-luciferase reporter (MCF7-derived line), luminescence, 24 h; 410,000 compounds, 0.31% hits; Potency, µM (doses to about 46.1 µM), inactives show at the highest dose activation, actives largely listed as activators; note: potency is the fitted concentration of half-maximal effect; % of control where 0% means no effect; nearly all actives have a fitted effect of over 65% in size
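ARE-driven firefly luciferase activity in AREc32 cells measured after a 24 hr compound exposure at 37 deg C, using Steady-Glo reagent and a 30 min room-temperature hold.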
MmCpn inh = Inhibitors of TCP-1 ring complex (TRiC) of Methanococcus maripaludis (MmCpn): qHTS; AID 504842, 2011; Potency, µM (highest dose often 76.9 µM), inactives show at the top dose activity, negative = inhibition, hits mostly inhibitors; purified Mm-Cpn ATPase, ADP Transcreener TR-FRET; Chaperonin Mm-Cpn (Methanococcus maripaludis); 330,000 compounds, 0.031% hits; note: potency is the fitted concentration of half-maximal effect; % is set by controls: 0 for no effect and ±100 for the full control effect; nearly all actives have a fitted effect of over 80% in size
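ATPase turnover read by TR-FRET ADP competition (Eu cryptate antibody/ADP-d2, 665/590 nm): 10uM ATP final, 25nM Mm-CPN final, 30 min 37degC after 10-min compound preincubation, pH 7.4 Tris/KCl/MgCl2/DTT buffer.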
HepG2 viability = qHTS for Inhibitors of TGF-b: Cytotox Counterscreen; HepG2 CAGA-GFP viability, ATP luminescence, 18 h; Potency, µM (series often up to 46.1 µM), without a hit: at the top dose activity change, negative = cytotoxicity, usual class: cytotoxic; 410,000 compounds, 0.76% hits; AID 588856, 2011; note: potency is the fitted concentration of half-maximal effect; some results filed as inactive show a strong effect at the top dose
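HepG2 CAGA-GFP cells (1000/well, DMEM with 1% FBS) received compound, then TGF-beta at 500 pg/mL final, and were incubated 18 hours at 37 degrees C. Viability was read by CellTiter-Glo luminescence. Media-only wells were set as complete cell-killing and DMSO as no toxicity.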
Nrf2 inh = Nrf2 qHTS screen for inhibitors; Potency, µM (top dose mostly 46 µM), without a hit: top-dose activity change, negative = inhibition, actives largely listed as inhibitors; 360,000 compounds, 2.1% hits; A549 ARE-Fluc reporter, luciferase luminescence, 18-24 h; note: potency is the fitted concentration of half-maximal effect; % is set by controls: 0 for no effect and ±100 for the full control effect; nearly all actives have a fitted effect of over 60% in size
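Nrf2 function is reported as luminescence of an ARE-controlled luciferase in A549 cells. Compounds were tested at several concentrations, and a CellTiter-Fluor read on the same wells flagged cytotoxicity.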
An asterisk follows results filed as active; i = inactive; ? = inconclusive; nt = no result given; [ ] = remark or other dose. Unless noted, calls come from the whole dose curve; as a rule, active = well fitted curve in the direction sought with a large enough effect; inconclusive = small, poorly fitted or top-dose-only effect, or another doubt; inactive = no such curve, though single readings can be large; an effect the other way counts as inactive or inconclusive. This is a random part of the collection; about 4.3% have a hit in one of these screens.

SMILES	TGFb SMAD3 inh	CCT modulator	A549 tox	Abeta rescue	Akt phos inh	Nrf2 activator	MmCpn inh	HepG2 viability	Nrf2 inh
C=CC[C@@H](CC(=O)NCCO)C(=O)NC[C@H](OC(=O)[C@@H](CC=C)Cc1ccc(F)cc1)c1ccccc1	-20%	-2.7	-12%	3%	i	-0.8%	1%	-19%	-9%
COc1ccc(S(=O)(=O)N(C)C[C@@H]2OCc3cn(nn3)CCCC(=O)N([C@H](C)CO)C[C@H]2C)cc1	-4%	0.1	nt	2%	i	-1.0%	nt	0%	nt
CCn1cc(S(=O)(=O)CC(=O)Nc2ccc(OC)cc2)c2ccccc21	4%	-0.8	4%	9%	i	-0.7%	4%	2%	3%
O=C(C[C@H]1C(=O)N(Cc2ccccc2)C[C@@H]1Cc1ccccc1)Nc1ccc(Br)cc1	?	0.6	nt	9%	i	-0.6%	nt	-60%	nt
CCOC(=O)C1CCN(C(=O)c2ccc(NS(=O)(=O)c3ccc(F)cc3C)cc2)CC1	2%	-1.5	8%	5%	i	-0.6%	2%	-9%	7%
CC1(C(=O)NS(=O)(=O)c2ccc(C#N)cc2)CCN1C(=O)Cc1ccccc1Cl (stereo not drawn)	-4%	-2.1	nt	-9%	i	-1.2%	nt	2%	nt
Cc1nn2c(-c3ccc(Cl)cc3Cl)nnc2s1	15%	-1.1	0%	-14%	i	-0.4%	-3%	-59%	nt
Cc1ccc(N2CCN(C(=O)c3cnc(N4CCCCC4)c4ccccc34)CC2)c(C)c1	?	nt	-3%	?	nt	-1.0%	nt	2%	nt
Cc1ccc(CS(=O)Cc2ccc(C(=O)NCc3cccs3)o2)cc1 (stereo not drawn)	2%	-0.2	6%	3%	i	-1.6%	0%	-13%	-9%
CN1CCN(S(=O)(=O)c2ccc(C#N)cc2)C(c2ccccc2)C1 (stereo not drawn)	-1%	0.0	-3%	1%	i	-0.4%	-1%	2%	-12%
COc1ccc(/C=C2\CN(Cc3ccccc3)C/C(=C\c3ccc(OC)cc3OC)C2=O)c(OC)c1	15%	1.4	?	-26%	i	15%	-1%	-15%	-8%
O=C(Cn1cc(/C=N/NC(=O)c2cccc3ccccc23)c2ccccc21)Nc1ccc(F)cc1	-14%	-1.7	-10%	6%	i	-0.2%	-14%	0%	6%

5 entries drawn at random from those above:
SMILES	TGFb SMAD3 inh	CCT modulator	A549 tox	Abeta rescue	Akt phos inh	Nrf2 activator	MmCpn inh	HepG2 viability	Nrf2 inh
Cc1nn2c(-c3ccc(Cl)cc3Cl)nnc2s1	15%	-1.1	0%	-14%	i	-0.4%	-3%	-59%	nt
Cc1ccc(CS(=O)Cc2ccc(C(=O)NCc3cccs3)o2)cc1 (stereo not drawn)	2%	-0.2	6%	3%	i	-1.6%	0%	-13%	-9%
COc1ccc(S(=O)(=O)N(C)C[C@@H]2OCc3cn(nn3)CCCC(=O)N([C@H](C)CO)C[C@H]2C)cc1	-4%	0.1	nt	2%	i	-1.0%	nt	0%	nt
COc1ccc(/C=C2\CN(Cc3ccccc3)C/C(=C\c3ccc(OC)cc3OC)C2=O)c(OC)c1	15%	1.4	?	-26%	i	15%	-1%	-15%	-8%
Cc1ccc(N2CCN(C(=O)c3cnc(N4CCCCC4)c4ccccc34)CC2)c(C)c1	?	nt	-3%	?	nt	-1.0%	nt	2%	nt

(list continues)
SMILES	TGFb SMAD3 inh	CCT modulator	A549 tox	Abeta rescue	Akt phos inh	Nrf2 activator	MmCpn inh	HepG2 viability	Nrf2 inh
COc1cccc(CC2(CO)CCN(Cc3ccc(NC(C)=O)cc3)CC2)c1	4%	-0.7	?	-2%	i	-0.5%	0%	-24%	?
CC(C)c1nnc(SCC(=O)N2CCc3ccccc32)n1C	-20%	-0.2	7%	9%	i	-0.2%	-2%	5%	1%
Cc1ccccc1OCCC(=O)Nc1c(C)n(C)n(-c2ccccc2)c1=O	-8%	-4.8	nt	-14%	i	0.1%	-2%	-8%	4%
O=C(c1nnsc1S(=O)c1ccc(Cl)cc1)N1CCOCC1 (stereo not drawn)	?	-0.8	-2%	-80%[inhibitor]	i	-2.1%	-1%	-98%	-12%
CSc1nc(-c2ccccc2)nc(C(C)C)n1	-1%	-4.7	1%	-7%	i	-1.0%	1%	4%	8%
CCn1c(SCC(=O)N2CCc3ccccc32)nnc1-c1ccncc1	-3%	-5.4	0%	14%	i	-0.1%	0%	-8%	3%
Cc1cc(Oc2ccc(=O)n(C)n2)nc(Oc2ccc(=O)n(C)n2)n1	17%	-3.6	-3%	7%	nt	-0.1%	-1%	19%	17%
COC(=O)c1c(-c2cccs2)csc1NC(=O)c1ccc(C)cc1	-15%	nt	0%	12%	nt	7.5%	nt	-31%	?
Cc1cc(C)nc(SCC(=O)NN=Cc2ccc(C)o2)n1	-5%	-1.4	3%	2%	i	-0.2%	-1%	5%	4%
CN(C)c1nn(C(=O)Nc2ccc(Cl)cc2Cl)cc1-c1ccccc1	-3%	-2.3	0%	9%	i	-0.7%	1%	7%	-1%
CCc1ccc2c(c1)NC(c1ccc(OC)cc1)=NC(c1ccncc1)=N2	-4%	nt	4%	10%	nt	4.6%	nt	-14%	-5%
CC(C)(C)NC(=O)CN(C(=O)CNC(=O)c1cccs1)c1ccc2c(c1)OCCO2	3%	-1.0	7%	-2%	i	-0.1%	-2%	3%	8%
Cc1ccc(NC(=O)CNc2cccc(S(=O)(=O)N3CCOCC3)c2)cc1F	0%	-2.3	-5%	-2%	i	0.1%	1%	-5%	?
Cc1nc(SCc2ccccc2)[nH]c(=O)c1CC(=O)OCC(C)C	5%	-1.2	-18%	8%	i	-1.0%	-1%	-2%	?
COc1ccc(Cl)cc1NC(=O)CN1CCc2ccccc21	-19%	0.6	0%	12%	i	3.9%	-11%	-17%	-1%
COc1cc(NC(=O)CSc2nc3cc(C)ccc3cc2C)c(C(=O)O)cc1OC	?	-1.0	-6%	1%	i	0.1%	-3%	-17%	6%
O=C(CCNC(=O)c1ccc([N+](=O)[O-])cc1)NCCc1ccc(Cl)cc1	0%	-1.4	-6%	7%	i	-0.6%	6%	-7%	4%
CC(Cc1ccccc1)C(=O)N(C)Cc1cccnc1 (stereo not drawn)	5%	-0.4	5%	-3%	i	-1.2%	1%	-15%	5%
c1cncc(-c2nc(N3CCOCC3)c3ccccc3n2)c1	-6%	2.8	-1%	-2%	i	-0.2%	1%	-5%	?
COc1ccc(N2CC(NC(=O)C(c3ccccc3)c3ccccc3)CC2=O)cc1OC (stereo not drawn)	-20%	nt	-7%	-5%	nt	0.1%	nt	1%	nt
O=c1[nH]c2cc3c(cc2cc1CN(CCO)S(=O)(=O)c1ccccc1)OCCO3	0%	-3.1	-5%	3%	i	0.0%	-1%	-10%	1%
O=C(CCC(=O)N1Cc2ccccc2Oc2ncccc21)Nc1ccc(Cl)cc1	1%	nt	4%	-13%	nt	2.5%	nt	-22%	4%
CC(=O)N1N=C(c2ccc(C)o2)CC1c1ccc(F)cc1 (stereo not drawn)	7%	-0.5	-2%	18%	i	-0.6%	2%	7%	9%
Cc1ccn2c(=O)nc(SCC(=O)N3N=C(c4cccs4)CC3c3ccc(F)cc3)nc2c1 (stereo not drawn)	-18%	2.5	-10%	15%	i	9.1%	-30%	-22%	?
Cc1ccc(C)c(NC(=S)NCCCN2CCOCC2)c1	4%	-0.6	5%	-13%	i	0.5%	2%	-25%	?
Cc1ccc(OCC(=O)NNC(=O)CSc2ncnc3sc(C)c(C)c23)cc1	-12%	-0.9	0%	6%	i	-1.0%	-1%	-18%	-12%
COc1ccc(CCN(C)C(=O)CCNC(=O)c2ccc(Br)cc2)cc1OC	0%	1.5	-14%	8%	i	0.3%	1%	-8%	-20%
O=C(/C=C/c1ccco1)NC(=S)Nc1ccccc1O	-15%	-9.9	3%	8%	i	26%	3%	-26%	?
O=C(OCc1nnc(-c2cccs2)o1)C1=NN(c2ccccc2)C(=O)CC1	11%	0.6	-2%	-26%	i	0.7%	-1%	1%	13%
COc1cccc(-n2cc(C(=O)Nc3cccc(C(F)(F)F)c3)c3ccccc3c2=O)c1	?	nt	0%	-2%	nt	0.6%	nt	-28%	?
Cc1ccc(S(=O)(=O)N(C)CC(=O)O/N=C(\N)c2ccccn2)cc1	20%	-2.6	-2%	9%	i	-0.9%	-1%	2%	10%
O=C(CN(C(=O)c1csnn1)c1ccccc1Cl)NCCc1ccccc1	5%	-1.2	-10%	11%	i	0.3%	-1%	-9%	?
O=C(O)CCCC(=O)N1N=C(c2ccco2)CC1c1ccco1 (stereo not drawn)	-6%	0.8	0%	-16%	i	-0.9%	-2%	-7%	3%
Cc1ccc(C)c(N2CCN(C(=O)C3CCN(S(=O)(=O)c4ccc5[nH]c(=O)oc5c4)CC3)CC2)c1	?	nt	-2%	-9%	nt	-0.6%	nt	-3%	?
COc1ccc(CNCc2ccc3c(c2)n(C)c(=O)n3C)cc1	5%	nt	-9%	-3%	nt	-0.2%	nt	5%	-19%
CS(=O)(=O)N1CCN(c2ccc(C(=O)N3CCOCC3)cc2[N+](=O)[O-])CC1	-1%	-2.5	-5%	-5%	i	-0.4%	2%	9%	12%
Cc1ccc(S(=O)(=O)N2CCC(C(=O)Nc3ccc4c(c3)COC4=O)CC2)cc1	-15%	-1.1	4%	4%	nt	5.4%	1%	-20%	-5%
C=CCn1c(CNC(=O)c2ccccc2F)nnc1SCC(=O)NC(C)c1ccccc1 (stereo not drawn)	?	-3.6	4%	-16%	i	-0.3%	0%	17%	-1%
